Growth percent in the NCI-60 one-dose screen (48 h, 10 µM unless noted): 100 = growth as untreated, 0 = no growth, -100 = all killed.
SR = SR leukemia cells; 73,000 compounds, 8.7% hits; AID 1794780
T-47D = T-47D breast cancer; 79,000 compounds, 5% hits; AID 1794792
HS 578T = HS 578T breast cancer | 78,000 compounds, 4.1% hits
K-562 = K-562 leukemia. 78,000 compounds, 7.4% hits
MDA-MB-468 = MDA-MB-468 breast cancer. 78,000 compounds, 8.5% hits
BT-549 = BT-549 breast cancer. 78,000 compounds, 4.4% hits
MDA-MB-231 = MDA-MB-231 breast cancer; 81,000 compounds, 5% hits; AID 1794789
MCF7 = MCF7 breast cancer. AID 1794796. 82,000 compounds, 6.3% hits
Starred values were filed as active, the others as inactive; . = not tested or not shown; & = joins results of further samples; [ ] = remark or other dose. Rule for the calls: active = growth percent below 10; inactive = the rest.

Structure,SR,T-47D,HS 578T,K-562,MDA-MB-468,BT-549,MDA-MB-231,MCF7
COc1cc(F)c(/C=C/c2cc(/C=C/c3cc(OC)c(OC)cc3F)n(-c3ccccc3)n2)cc1OC,76,88,93,81,98,106,95,96
CCOC(=O)c1ccc2[nH]c(O)c(C(=Nc3ccc(N(C)C(=O)CN4CCN(C)CC4)cc3)c3ccccc3)c2c1,-21*,22,-5.3*,-21*,-84*,-76*,-72*,-64*
Cc1cc(C)c(C#N)c(Cl)n1,.,105,92,103,109,83,111,104
O=c1[nH]c(N2CCc3ccccc3C2)nc2sc3c(c12)CCCC3,78,92,107,94,107,100,105,96
Cc1ccnc(NS(=O)(=O)c2ccc(NC(=O)c3ccc(C(=O)Nc4ccc(S(=O)(=O)Nc5nccc(C)n5)cc4)cc3)cc2)n1,92,104,.,105,99,109,107,109
CCCC(C)(C#N)c1ccc(OC)cc1 (configuration not stated),100,109,.,99,102,92,111,90
CC(CCC(C)OS(=O)(=O)c1ccc(F)cc1)OS(=O)(=O)c1ccc(F)cc1 (configuration not stated),100,86,97,105,98,94,103,94
COc1ccccc1C(=O)Nc1ccc(-c2cc(=O)c3c(OC)c(OC)c(OC)cc3o2)cc1,75,59,91,80,87,72,98,80
N/C(=N\O)c1ncc(-c2ccc(C(F)(F)F)cc2)c(NC2CCCCCC2)n1,-49*[100 µM],-57*[100 µM],-43*[100 µM],-60*[100 µM],-20*[100 µM],-93*[100 µM],-66*[100 µM],-93*[100 µM]
O=C(O)c1cccc2nc3c(C(=O)O)cccc3nc12,90,82,108,88,100,96,98,86

Whole records from above. Order of values: SR, T-47D, HS 578T, K-562, MDA-MB-468, BT-549, MDA-MB-231, MCF7
CCOC(=O)c1ccc2[nH]c(O)c(C(=Nc3ccc(N(C)C(=O)CN4CCN(C)CC4)cc3)c3ccccc3)c2c1 as listed: -21*, 22, -5.3*, -21*, -84*, -76*, -72*, -64*
CCCC(C)(C#N)c1ccc(OC)cc1 (configuration not stated) as listed: 100, 109, ., 99, 102, 92, 111, 90

The results go on.
Structure,SR,T-47D,HS 578T,K-562,MDA-MB-468,BT-549,MDA-MB-231,MCF7
Cc1nn(-c2ccccc2)c(Cl)c1/C=C1\N=C(c2ccccc2)N(C(=O)c2ccc3ccccc3c2)NC1=O,75,102,91,.,106,100,96,102
CC(C)(C)CC(C)(C)c1ccc(OCCOc2ccc(C(N)=O)cc2[N+](=O)[O-])cc1,.,82,102,53,83,107,97,88
NC(CO)(CO)c1ccccc1,97,100,95,111,80,.,111,96
O=C(Nc1ccc(OCc2nnc(-c3ccc(Cl)cc3)o2)c(F)c1)c1ccc(Cl)c(C(F)(F)F)c1,40,30,67,34,36,90,56,24
CC(=O)O[C@H]1C[C@@]2(C)[C@@H](C[C@@H](O)[C@H]3[C@@]4(C)CC[C@H](NCCCNCCCCN)[C@@H](C)[C@@H]4CC[C@@]32C)/C1=C(\CCC=C(C)C)C(=O)O,99,96,94,96,101,104,98,103
CC(=O)OCC(c1ccccc1)c1ccccc1,.,118,103,.,97,101,100,96
COc1ccc(/C(Cl)=N\N=C(\Cl)c2c(Cl)c(OC)c(OC)c(OC)c2Cl)cc1,34,46,73,78,39,99,68,38
O=C(C1CCCCC1)[C@H]1[C@]2(C(=O)NC3CCCCC32)[C@@H]2CCCN2[C@@]12C(=O)NC1CCCCC12 (some centres not stated),84[20 µM],85[20 µM],86[20 µM],79[20 µM],104[20 µM],94[20 µM],93[20 µM],88[20 µM]
CCCCS(=O)(=O)c1ccccc1,93,101,104,85,112,105,117,94
CO[C@H]1CC[C@@]2(C)C(=CC[C@H]3[C@@H]4CC[C@H]([C@H](C)CCCC(C)C)[C@@]4(C)CC[C@@H]32)C1,.,96,103,103,110,103,113,104
O=C(NNc1nccc(Nc2ccc(S(=O)(=O)Nc3ccncc3)cc2)n1)c1cccs1,91,98,105,115,98,108,90,96
CC(=O)c1c(C)c(C)c(C(C)=O)c(C)c1C,.,106,112,107,109,108,99,99
COc1ccc(-c2cc(Cc3cccs3)c(=O)n(Cn3cnc4nc[nH]c4c3=O)n2)cc1,88,106,108,88,111,105,94,91
COc1ccc(-c2nc(SCCC(C)C)nc(N/N=C\c3ccc(O)cc3)c2C#N)cc1,25,77,67,42,89,68,54,40
Cc1cc(C)cc(Oc2ccccc2C(=O)O)c1,91,95,98,82,97,103,103,93
Nc1ncc(-c2cnn(C3CCNCC3)c2)cc1-c1nc2cc(Cl)ccc2o1,.,-77*,-68*,-100*,-94*,61,-92*,-93*
N=C1N=C(N)C2(CCCC2)/C1=C1\Nc2ccccc2S1,85,104,106,81,.,112,88,115
COc1cc(CNC(=O)/C=C/c2ccccc2)ccc1O,99,98,97,97,101,103,91,99
O=C(Nc1ccccc1)Nc1cc(-c2ccccc2)on1,.,95,99,101,99,103,121,91
COc1cc2c(c(OC)c1OC)CCC(c1cccc(NC(=O)c3cccc(Br)c3)c1)O2 (configuration not stated),84,72,84,88,75,103,93,89
ClC1=CN(C2=NCCC2)CC1,94,106,107,101,101,107,115,96
CCCCC1(C(OC)OC)NC(=O)NC1=O (configuration not stated),91,100,103,105,109,102,109,99
N#Cc1c(N2CCOCC2)nc2n(c1=O)-c1ccccc1Sc1ccccc1-2,75,96,100,80,90,89,90,82
CCOC(=O)CN,105,94,112,93,96,98,100,96
Cn1cc(-c2cc3c(Nc4ccc(CC(=O)Nc5cc(C(C)(C)C)on5)cc4)ncnc3[nH]2)cn1,2.6*,-14*,-15*,3.6*,-62*,-16*,-3.5*,7.9*
NS(=O)(=O)c1ccc(NCCC(=NCCO)c2ccccc2)cc1,84,96,92,100,100,108,85,100
COc1cccc(CNc2ccc(N3CCOCC3)c(C(=O)O)c2)c1,90,84,91,.,111,95,110,92
CCCCCCCCC/C=N\NC(N)=O,87,95,125,93,103,94,117,98
CC(=O)O[C@@H]1C[C@]2(C)[C@@H](C(C)=O)CC[C@H]2[C@@H]2CCC3=CC(=O)CC[C@]3(C)[C@H]21,99,109,98,91,93,100,111,98
O=C1NC(=O)C(c2cc(-c3cc4ccccc4[nH]3)no2)C(=O)N1,93,89,98,89,100,103,101,98

(continued)
Field names: A = SR; B = T-47D; C = HS 578T; D = K-562; E = MDA-MB-468; F = BT-549; G = MDA-MB-231; H = MCF7
CCOC(=O)Nc1ccc2c(c1)C(=O)N(CCOC)c1ccccc1O2
  A: 18; B: 31; C: 44; D: 20; E: 20; F: 53; G: 62; H: 14
c1ccc(CO[C@H]2CO[C@H]3[C@@H]2OC[C@H]3OCc2ccccc2)cc1
  A: 95; B: 94; C: 109; D: 106; E: 112; F: 104; G: 112; H: 101
CC(=O)/C=C/C1C(C)=CCCC1(C)C (configuration not stated)
  A: 84; B: 96; C: .; D: 97; E: 102; F: 104; G: 106; H: 100
Fc1cc(COC2CCN(Cc3ncn4ccccc34)CC2)ccc1Cl
  A: 92; B: 87; C: 91; D: 86; E: 103; F: 106; G: 101; H: 89
CC(=O)[C@H]1CCC2C3CC=C4C[C@@H](OC(=O)CCC(=O)O)CC[C@]4(C)C3CC[C@@]21C (some centres not stated)
  A: 71; B: 108; C: 84; D: 71; E: 114; F: 92; G: 104; H: 108
O=[N+]([O-])c1cccc(C2c3sc4ccc(Cl)cc4c3Nc3nncn32)c1 (configuration not stated)
  A: 92; B: 83; C: 94; D: 105; E: 104; F: 118; G: 84; H: 73
Cc1c(C)c(C)c(Br)c(C)c1C
  A: 85; B: 97; C: 110; D: 110; E: 110; F: 105; G: 102; H: 96
CCCCOc1ccc(CCC(=O)O)cc1OCCCC
  A: 98; B: 98; C: 103; D: 103; E: 85; F: 103; G: 105; H: 96
N#C/C(=C\c1cccc([N+](=O)[O-])c1)C(=O)c1ccccc1
  A: .; B: 101; C: 96; D: 107; E: 108; F: 109; G: 96; H: 101
Cc1ccc(C)c(NC(=O)c2ccc(Cl)cc2Cl)c1
  A: 85; B: .; C: 108; D: 110; E: 90; F: 102; G: 86; H: 99
NS(=O)(=O)c1ccc(CCn2c(SCC(=O)N/N=C/c3ccc4c(c3)OCO4)nc3ccccc3c2=O)cc1
  A: 104; B: 95; C: 97; D: 115; E: 94; F: 95; G: 108; H: 91
COc1ccc(C2C(C#N)=C(N)Oc3n[nH]c(-c4cccs4)c32)cc1I (configuration not stated)
  A: 53; B: 94; C: 87; D: .; E: 87; F: 92; G: 102; H: 69
CCOc1ccc2nc(N(Cc3ccc(C(C)C)cc3)C(C)=O)sc2c1
  A: 114; B: .; C: 98; D: 31; E: 82; F: 94; G: 91; H: 89
Cc1c(COC(=O)NC(C)C)c(COC(=O)NC(C)C)c2n1CS(=O)(=O)C2
  A: .; B: 102; C: 95&113; D: 109&99; E: 97&93; F: 105&100; G: 113; H: 85&107
O=C(/C=C/c1ccccc1)c1cccc(N=Cc2c(O)ccc3ccccc23)c1
  A: 87; B: 91; C: 103; D: 102; E: 99; F: 115; G: 117; H: 103

Given as labelled records: four of the compounds above
COc1ccc(C2C(C#N)=C(N)Oc3n[nH]c(-c4cccs4)c32)cc1I (configuration not stated)
  SR = 53	T-47D = 94	HS 578T = 87	K-562 = .	MDA-MB-468 = 87	BT-549 = 92	MDA-MB-231 = 102	MCF7 = 69
COc1cc(CNC(=O)/C=C/c2ccccc2)ccc1O
  SR = 99	T-47D = 98	HS 578T = 97	K-562 = 97	MDA-MB-468 = 101	BT-549 = 103	MDA-MB-231 = 91	MCF7 = 99
Cc1ccnc(NS(=O)(=O)c2ccc(NC(=O)c3ccc(C(=O)Nc4ccc(S(=O)(=O)Nc5nccc(C)n5)cc4)cc3)cc2)n1
  SR = 92	T-47D = 104	HS 578T = .	K-562 = 105	MDA-MB-468 = 99	BT-549 = 109	MDA-MB-231 = 107	MCF7 = 109
O=C(C1CCCCC1)[C@H]1[C@]2(C(=O)NC3CCCCC32)[C@@H]2CCCN2[C@@]12C(=O)NC1CCCCC12 (some centres not stated)
  SR = 84[20 µM]	T-47D = 85[20 µM]	HS 578T = 86[20 µM]	K-562 = 79[20 µM]	MDA-MB-468 = 104[20 µM]	BT-549 = 94[20 µM]	MDA-MB-231 = 93[20 µM]	MCF7 = 88[20 µM]

Remaining list, next part
Field names: A = SR; B = T-47D; C = HS 578T; D = K-562; E = MDA-MB-468; F = BT-549; G = MDA-MB-231; H = MCF7
Cc1cc(Nc2nc(C(=O)Nc3ccccc3)nc3ccccc23)n[nH]1
  A: 33; B: 47; C: 73; D: 49; E: 69; F: 51; G: 85; H: 72
Clc1ccc2c(c1)C1CC(c3ccccc3)=NN1C(c1ccncc1)O2 (configuration not stated)
  A: 76; B: 69; C: 94; D: 78; E: 110; F: 80; G: 92; H: 67
CCOC(=O)c1cc(C(=O)c2cc(OC)c(OC)c(OC)c2)n2ccc(-c3ccccn3)cc12
  A: 137; B: 91; C: 91; D: 107; E: 99; F: 87; G: 90; H: 95
CC(C)c1nc2ccccc2n1CC(=O)N/N=C/c1cccc(O)c1
  A: 90; B: 103; C: 98; D: 87; E: 98; F: 100; G: 93; H: 105
CCC(C)c1ccccc1OCC(C)O (configuration not stated)
  A: 114; B: 98; C: 105; D: 100; E: 112; F: 114; G: 101; H: 98
NCCNc1nc2ccccc2c2c(=O)c3cc(F)cc(F)c3sc12
  A: 29; B: 105; C: 100; D: 64; E: 104; F: 109; G: 89; H: 87
OCC[N+]1(CCO)CCOCC1
  A: 99; B: 110; C: 110; D: 91; E: 107; F: 108; G: 125; H: 98
CCCC(=O)Nc1ccccc1OC
  A: 106; B: 98; C: 102; D: 106; E: 86; F: 98; G: 120; H: 88
NS(=O)(=O)c1ccc(NC(=O)CN(C(=O)C(F)(F)F)C2CCCC2)cc1
  A: 108; B: 94; C: 96; D: 121; E: 97; F: 109; G: 101; H: 89
Clc1ccc2c(c1)sc1nc(-c3c[nH]c4ccccc34)c(Nc3ccc(Br)cc3)n12
  A: 89; B: 70; C: 91; D: 85; E: 97; F: 88; G: 79; H: 82
Nc1ccc(N2CCOCC2)cc1
  A: 110; B: 88; C: 125; D: 102; E: 97; F: 82; G: 96; H: 89
c1ccc(C(=NN=C(c2ccccc2)c2ccccc2)c2ccccc2)cc1
  A: 81; B: 78; C: 117; D: 96; E: 99; F: 117; G: 93; H: 93
CC(=O)Nc1cc([N+](=O)[O-])ccc1C(=O)O
  A: 88; B: 118&107; C: 97&91; D: 106&100; E: 88&88; F: 96&101; G: 108&120; H: 89&101
COc1cccc(-c2nc3sccn3c2-c2ccnc(NCCCNS(=O)(=O)c3ccc(Br)cc3)c2)c1
  A: 56; B: 20; C: 78; D: 44; E: 47; F: 66; G: 71; H: 43
COc1ccc2c(c1)[n+]([O-])c(C1=NNC(c3cc(OC)c(OC)c(OC)c3)C1)c(C)[n+]2[O-] (configuration not stated)
  A: 75; B: 92; C: 98; D: 92; E: .; F: 94; G: 76; H: 92
CC(C)N(CCC#N)c1c(N2CCOCC2)ssc1=O
  A: .; B: 110; C: 110; D: 92; E: .; F: 100; G: 86; H: 91

Quoted from the listing:
`Nc1ccc(N2CCOCC2)cc1` in HS 578T is listed with 125
`Clc1ccc2c(c1)sc1nc(-c3c[nH]c4ccccc34)c(Nc3ccc(Br)cc3)n12` in BT-549 is listed with 88
`COc1cccc(-c2nc3sccn3c2-c2ccnc(NCCCNS(=O)(=O)c3ccc(Br)cc3)c2)c1` in MCF7 is listed with 43
`CC(C)N(CCC#N)c1c(N2CCOCC2)ssc1=O` in MCF7 is listed with 91
